Source: PubChem
MC4R antagonist: MC4R antagonists of cAMP signaling, primary screen, cell-based, TR-FRET, antagonist arm of biased-ligand search | Melanocortin receptor 4 (Homo sapiens), P32245 | MC4R-expressing cells, MTII-stimulated cAMP, LANCE TR-FRET | inhibition, % at 6.5 µM | 360,000 tested, 0.48% active | AID 540295, 2011;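 active means inhibition above its plate's cutoff, the mean of tested wells on that plate plus 3 SD, cut at about 29% in these data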;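 further: 0% = Melanotan II alone and 100% = Melanotan II plus saturating MCL0020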
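Assay system: U2OS cells stably expressing human melanocortin 4 receptor (MC4R) / Dosing: 6.5 µM / Timing: compound 30 min, challenge 1 h, detection 1 h / Measured by: Eu-cAMP/anti-cAMP TR-FRET, emission 671 nm / Replicates: singlicate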
Exocytosis inh: LAMP-1 surface exposure blockers, TALL-104 cells – cell-based, flow cytometry, MLPCN library, primary screen. TALL-104 LAMP-1 surface exposure; cells stimulated with thapsigargin and PMA. inhibition, % at 10 µM. 360,000 tested, 0.66% active;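 active means inhibition above about 55%, limit read from the data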
H9c2 protect: cardioprotection against H2O2-induced cell death, primary screen, uHTS, H9c2 cells, ATPLite luminescence; H9c2 cardiomyocytes, H2O2 injury protection, 2 h; 360,000 tested, 0.63% active; protection from H2O2 cell death, % at 20 µM;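 active means compounds giving at least 50% protection of heart cells from peroxide-induced death in the single-dose screen, raw or plate-pattern-corrected value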;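 further: 0% = DMSO wells with peroxide and 100% = DMSO wells without peroxide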
hiPSC survival: enhancers of single-cell hiPSC survival, primary screen, ATPlite luminescence; 100% = ROCK inhibitor wells, 0% = DMSO; survival enhancement, % at 20 µM; 360,000 tested, 0.044% active; AID 602274, 2012; in the data active means survival enhancement above about 18%;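 further: cells exposed to compounds for 16 hours before the ATP read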
ABCB6 inh 2: ABCB6 transporter inhibitors, primary screen, K562-ABCB6 cells, flow cytometry, MLPCN library; K562-ABCB6 porphyrin accumulation, 1 h; hits give low values; 360,000 tested, 0.19% active; ATP-binding cassette sub-family B member 6 (Homo sapiens), Q9NP58; fluorescence ratio to DMSO, % at 10 µM;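 active means fluorescence ratio to DMSO below 75%, the collection mean minus 3 SD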;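 further: signal is porphyrin accumulated inside mitochondria; 100% equals median channel fluorescence of DMSO control wells; lower ratio means ABCB6 inhibition with less porphyrin fluorescence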
Target sequence (Q9NP58 whole entry, looked up): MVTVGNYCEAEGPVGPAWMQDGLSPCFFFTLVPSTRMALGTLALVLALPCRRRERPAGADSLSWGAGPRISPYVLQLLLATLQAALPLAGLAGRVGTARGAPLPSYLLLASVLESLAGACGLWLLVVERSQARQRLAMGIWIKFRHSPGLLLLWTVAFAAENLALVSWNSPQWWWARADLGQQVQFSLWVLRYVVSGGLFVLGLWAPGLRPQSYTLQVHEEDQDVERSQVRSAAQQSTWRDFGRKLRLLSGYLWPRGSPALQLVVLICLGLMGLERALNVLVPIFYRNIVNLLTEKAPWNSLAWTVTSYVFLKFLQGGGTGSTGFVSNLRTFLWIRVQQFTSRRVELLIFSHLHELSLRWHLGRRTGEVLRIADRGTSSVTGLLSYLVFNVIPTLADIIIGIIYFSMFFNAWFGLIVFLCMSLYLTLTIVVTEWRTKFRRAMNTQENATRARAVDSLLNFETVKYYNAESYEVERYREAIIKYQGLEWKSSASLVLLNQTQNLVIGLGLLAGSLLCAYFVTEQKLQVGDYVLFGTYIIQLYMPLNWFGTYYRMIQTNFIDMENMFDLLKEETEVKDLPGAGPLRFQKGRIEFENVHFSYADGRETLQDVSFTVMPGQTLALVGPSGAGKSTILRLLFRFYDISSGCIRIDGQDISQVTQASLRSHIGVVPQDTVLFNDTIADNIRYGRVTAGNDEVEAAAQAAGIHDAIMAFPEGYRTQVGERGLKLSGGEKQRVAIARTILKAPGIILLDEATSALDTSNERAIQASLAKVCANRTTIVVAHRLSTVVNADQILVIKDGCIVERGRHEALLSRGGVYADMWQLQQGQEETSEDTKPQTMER
ABHD5 PLIN5 PPI: ABHD5-PLIN5 interaction inhibitors, primary screen, cell lysate, split luciferase complementation, luminescence; Perilipin-5 (Homo sapiens) + 1-acylglycerol-3-phosphate O-acyltransferase ABHD5 (Homo …; Split G. princeps luciferase complementation, 4 h; inhibition, % at 4 µM; 360,000 tested, 0.78% active; AID 602281, 2012;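 active means inhibition above the mean inhibition across every tested compound plus 3 SD, cut at about 22% in these data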;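 further: 0% = DMSO only wells and the 100% control is not disclosed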
MC4R barr agon: MC4R agonists recruiting beta-arrestin, primary screen, cell-based, luminescence, agonist arm of biased-ligand search | Melanocortin receptor 4 (Homo sapiens), P32245 | AID 540308, 2011 | 360,000 tested, 0.98% active | U2OS MC4R beta-arrestin complementation; percent of melanotan II response, DMSO zero | activation, % at 8.9 µM;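 active means activation above a per-plate cutoff, the mean activation of sample wells on that plate plus 3 SD, cut at about 8% in these data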
aDG glyco act: activators of alpha-DG glycosylation, primary screen, uHTS, Pro5-aDG cells, AlphaScreen | alpha-DG glycosylation AlphaScreen (IIH6); 0% Pro5, 100% B10-LARGE cell signal | activation, % at 10 µM | 360,000 tested, 0.22% active | AID 624168, 2012;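 active means activation of at least 8% versus controls, or a plate z-score of at least 8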;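 further: Pro5 are CHO cells carrying HIG-tagged alpha-DG that lacks glycosylation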
Glyco luc inh: increase of ERlucT glycosylation luciferase signal, primary screen, N-linked glycosylation inhibitor project, D54 ERlucT cells, luminescence, set 2. D54 ERlucT glycosylation luciferase reporter, 24 h; percent of 100 nM tunicamycin response. reporter increase, % at 12.5 µM. 360,000 tested, 0.23% active. AID 588692, 2011;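 active means mean luciferase reporter signal, scaled so untreated is 0 and the glycosylation-blocking control 100, at or above a set limit in every replicate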;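 further: luciferase carries N-glycosylation sites so blocking glycosylation raises the light; 0% = median of neutral control wells and 100% = median of 100 nM tunicamycin wells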
m5-HT2A agonist: mouse Htr2a agonists via beta-arrestin recruitment, primary screen, cell-based, luminescence | 5-hydroxytryptamine receptor 2A (Mus musculus), P35363 | CHO-K1 mHTR2A beta-arrestin complementation; percent of 30 µM serotonin response | activation, % at 7.6 µM | 360,000 tested, 0.66% active | AID 624169, 2012;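 active means activation above a run cutoff, the mean activation of all tested compounds plus 3 SD, cut at about 14% in these data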;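 further: 0% = plate median of compound wells and 100% = 30 µM serotonin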
* hit, by the source's call; x = not tested or not shown.

SMILES	MC4R antagonist	Exocytosis inh	H9c2 protect	hiPSC survival	ABCB6 inh 2	ABHD5 PLIN5 PPI	MC4R barr agon	aDG glyco act	Glyco luc inh	m5-HT2A agonist
CCn1c(SCC(=O)c2ccc(C)cc2)nnc1-c1ccncc1	8	-4	0	1.5	104	5	-1.1	-0.2	0	7
CCCCCOc1ccc(/C(C)=N/NC2=NCCN2)cc1	9	35	-9	-0.6	100	8	5.5	1.6*	1	-2
O=C(Oc1ccc2c(=O)c(Oc3ccc4ccccc4c3)coc2c1)c1ccco1	-6	2	2	6.4	95	-3	-3.0	-0.1	2	6
Cc1ccccc1S(=O)(=O)N1CCN(c2ccc3c(c2)C2CC3CCN2C(=O)OCc2ccccc2)CC1 (stereo not drawn)	x	0	-4	6.5	93	0	x	-0.2	1	-6
CCOC(=O)Nc1nc(-c2ccc(F)cc2F)cs1	-6	65*	10	-1.1	101	-5	-0.9	0.0	2	-4
Cc1ccc(S(=O)(=O)NCCN=C(CN2CCOCC2)NS(=O)(=O)c2ccc(C)cc2)cc1	-2	0	-1	0.4	97	2	-1.3	-0.5	3	-4
Cc1nc(N[C@@H](Cc2ccccc2)C(=O)O)c2oc3ccccc3c2n1	5	1	-6	2.9	90	0	-0.4	0.0	-1	-1
O=C(CSc1nnc(Nc2ccccc2)s1)NC1CC1	-5	-8	8	-0.5	97	6	-2.5	0.0	1	1
O=C(O)c1ccc(Nc2nc(-c3ccccc3)nc3ccccc23)cc1	28	-1	-5	-0.5	101	-11	0.5	0.0	1	2
COc1cc(Cl)c(CN2CCCC(CO)(Cc3cccc(Cl)c3)C2)cc1OC (stereo not drawn)	-1	31	0	-0.1	101	5	2.2	0.2	-7	-8
Cc1ccc(C(=O)O)cc1NC(=O)C1CCN(S(=O)(=O)c2ccc3c(c2)OCCO3)CC1	10	-5	1	-2.6	100	-1	-0.5	0.2	0	0
COc1ccccc1Oc1ccc(N2CC(C(=O)OCC(=O)c3ccccc3)CC2=O)cc1 (stereo not drawn)	6	-2	9	-0.5	101	-6	-3.3	-0.1	0	-1
CC1(CC(=O)N/N=C/c2ccc(-c3ccc(C(=O)O)cc3)o2)OCCO1	-16	6	6	1.9	92	-4	2.0	-0.2	1	-3
CN(Cc1ccccc1)C(=O)c1ccc(NC(=O)C2CCN(C(=O)OC(C)(C)C)CC2)cc1	8	20	-20	-1.3	97	-2	-0.2	5.2	1	7
Cc1noc(C)c1COc1ccc(C(=O)N2CCC(C(N)=O)CC2)cc1	3	-4	10	1.3	98	-3	-0.2	0.1	3	-8
O=C(CSc1n[nH]c(=O)n1-c1cccnc1)N1CCOCC1	6	-1	-2	-0.4	102	4	1.5	0.0	1	3
Cc1ccc(S(=O)(=O)NCCS(=O)(=O)N2CCN(c3ccc(F)cc3)CC2)cc1	-6	-1	3	-0.5	101	-1	0.6	-0.1	0	6
CN(C(=O)Nc1ccc(Cl)cc1Cl)[C@H]1c2cc(Br)ccc2OC[C@H]1CO	9	5	-1	-3.1	89	-7	0.2	0.5	5	-2
CC(C)c1ccc(C(C)NC(=S)NC2CCCCC2)cc1 (stereo not drawn)	9	-3	-7	-0.5	93	-11	2.7	2.2	-7	-5
COC(=O)c1[nH]c(C)c(/C(O)=C2\C(=O)C(=O)N(CCN3CCOCC3)C2c2ccc(C)o2)c1C (stereo not drawn)	2	1	0	-0.2	91	3	0.2	-0.3	0	1
Cc1ccc(-c2csc3nnc(SCC(=O)Nc4cccc(C)n4)n23)cc1	15	1	1	0.0	105	-8	-0.2	-0.3	2	-4
CCOC(=O)CSc1nc(C)c2ccc(C)cc2n1	-3	0	11	9.3	94	-5	-1.6	0.1	2	-3
Cc1nc2ccccc2c2oc(C(=O)N3CCN(c4ccc([N+](=O)[O-])cc4)CC3)cc12	11	2	2	0.3	97	-1	1.9	0.4	0	0
CC(C)c1onc(C(=O)Nc2cccc(O)c2)c1[N+](=O)[O-]	0	0	-4	0.4	99	0	-3.8	0.3	0	2
Cc1cccc(NC(=O)NCC(c2cccnc2)N2CCOCC2)c1 (stereo not drawn)	4	-1	0	3.3	97	-1	0.6	-0.1	2	-2

Rewritten as comma-separated lines: part of the list above
SMILES,MC4R antagonist,Exocytosis inh,H9c2 protect,hiPSC survival,ABCB6 inh 2,ABHD5 PLIN5 PPI,MC4R barr agon,aDG glyco act,Glyco luc inh,m5-HT2A agonist
Cc1ccc(S(=O)(=O)NCCS(=O)(=O)N2CCN(c3ccc(F)cc3)CC2)cc1,-6,-1,3,-0.5,101,-1,0.6,-0.1,0,6
CN(C(=O)Nc1ccc(Cl)cc1Cl)[C@H]1c2cc(Br)ccc2OC[C@H]1CO,9,5,-1,-3.1,89,-7,0.2,0.5,5,-2
CC(C)c1ccc(C(C)NC(=S)NC2CCCCC2)cc1 (stereo not drawn),9,-3,-7,-0.5,93,-11,2.7,2.2,-7,-5
COC(=O)c1[nH]c(C)c(/C(O)=C2\C(=O)C(=O)N(CCN3CCOCC3)C2c2ccc(C)o2)c1C (stereo not drawn),2,1,0,-0.2,91,3,0.2,-0.3,0,1
Cc1ccc(-c2csc3nnc(SCC(=O)Nc4cccc(C)n4)n23)cc1,15,1,1,0.0,105,-8,-0.2,-0.3,2,-4
CCOC(=O)CSc1nc(C)c2ccc(C)cc2n1,-3,0,11,9.3,94,-5,-1.6,0.1,2,-3
Cc1nc2ccccc2c2oc(C(=O)N3CCN(c4ccc([N+](=O)[O-])cc4)CC3)cc12,11,2,2,0.3,97,-1,1.9,0.4,0,0
CC(C)c1onc(C(=O)Nc2cccc(O)c2)c1[N+](=O)[O-],0,0,-4,0.4,99,0,-3.8,0.3,0,2
Cc1cccc(NC(=O)NCC(c2cccnc2)N2CCOCC2)c1 (stereo not drawn),4,-1,0,3.3,97,-1,0.6,-0.1,2,-2

Returning to the listing, repeating the 2 entries before the break.
SMILES	MC4R antagonist	Exocytosis inh	H9c2 protect	hiPSC survival	ABCB6 inh 2	ABHD5 PLIN5 PPI	MC4R barr agon	aDG glyco act	Glyco luc inh	m5-HT2A agonist
CC(C)c1onc(C(=O)Nc2cccc(O)c2)c1[N+](=O)[O-]	0	0	-4	0.4	99	0	-3.8	0.3	0	2
Cc1cccc(NC(=O)NCC(c2cccnc2)N2CCOCC2)c1 (stereo not drawn)	4	-1	0	3.3	97	-1	0.6	-0.1	2	-2
CCc1ccc(C(=O)Nc2nc3ccccc3[nH]2)cc1	12	-18	-22	-0.8	100	5	3.3	0.4	-19	-6
c1ccc(CCn2c(SCc3ccccc3)nnc2-c2ccncc2)cc1	10	-3	3	1.2	98	-1	-1.0	0.0	0	1
O=C(O)c1ccc(N2CCCC2=O)cc1	0	2	-1	-1.8	92	4	-0.8	-0.3	3	-2
Cc1ccc(C)c(-n2nnnc2SCC(=O)Nc2cccc(-c3nnc4n3CCCCC4)c2)c1	1	-2	13	-1.3	90	3	0.7	0.0	-4	-1
O=C(NCc1ccco1)C1CCN(S(=O)(=O)c2cccc([N+](=O)[O-])c2)CC1	9	3	-2	-0.4	102	-1	1.8	0.1	0	8
COc1ccc(-c2[nH]ncc2CN(CCO)CC23CC4CC(CC(C4)C2)C3)c(OC)c1	15	8	-6	-0.1	98	1	4.3	0.4	-6	5
CSc1nc(N)nc2c1ncn2CC(=O)Nc1ccc(C)c(C)c1	-2	1	-20	1.7	97	-5	-0.2	0.0	-1	5
COc1cccc(CNC(=O)C2CCCN2S(=O)(=O)c2ccc3c(c2)C(C)(C)C(=O)N3C)c1 (stereo not drawn)	5	3	2	-0.3	98	-4	1.6	0.2	1	2
CCN(CC)S(=O)(=O)c1cccc(NC(=O)CCNC(=O)c2ccc([N+](=O)[O-])cc2)c1	12	-4	2	-0.2	96	-3	0.6	-0.1	0	2
CCCCCC(=O)NC(=S)Nc1cccc(C(C)=O)c1	-6	-1	-6	1.7	94	-3	-2.8	0.3	1	-2
O=S(=O)(Nc1ccc(N2CCOCC2)nn1)c1ccccc1	1	2	3	3.2	98	0	-0.9	-0.1	-2	1
COc1ccc(-c2csc3ncn(-c4cccc(C)c4)c(=O)c23)cc1OC	9	19	4	-1.3	102	1	-1.4	1.2	-1	-3
CC(=O)c1cc(N2CCC(C(=O)O)CC2)ccc1[N+](=O)[O-]	-3	0	-4	0.2	102	1	-0.9	0.1	0	-3
CCCC(=O)NNC(=O)Nc1ccccc1	6	1	0	2.4	100	2	-2.4	0.1	1	6
CCC(C)c1ccccc1NC(=O)CN1CCN(C/C=C/c2ccccc2)CC1 (stereo not drawn)	-4	1	4	3.9	103	9	1.9	0.1	-2	5
COc1ccc(NC(=S)N2C3CCC2CC(NC(=O)NC24CC5CC(CC(C5)C2)C4)C3)c(OC)c1 (stereo not drawn)	3	-2	9	0.4	98	-3	-2.1	-0.1	-5	-3
Cc1cc(C)cc(N(CCC#N)C(=O)COC(=O)CN2C(=O)NC(C)(C)C2=O)c1	2	-2	-5	0.2	97	-4	0.1	0.0	0	9
COc1cc2nc(N3CCN(C(=O)OCc4ccccc4)[C@H](C(=O)NC(C)(C)C)C3)nc(N)c2cc1OC	-1	8	3	-0.8	101	2	-1.3	0.0	-1	-11
Cc1ccc(CNC(=O)c2ccc(N3CCC4(CC3)CC(c3ccccc3)=NO4)c(NC(=O)c3ccc(Br)cc3)c2)cc1	4	-3	2	-1.4	100	-5	-0.7	-0.2	1	-4
Cc1nnc(SCC(=O)NC2CCCCC2)n1N	0	-2	-3	-2.3	99	9	-1.3	-0.1	0	4
O=C(NCc1ccc2c(c1)OCO2)c1nn(-c2ccccc2)c(=O)c2ccccc12	2	-2	7	-2.3	65*	-2	0.1	0.1	0	-9
Cc1cc(NC(=O)COC(=O)c2ccc(S(=O)(=O)C(F)F)cc2)n(-c2ccccc2)n1	6	-3	7	-0.3	100	6	-1.9	-0.2	-1	-3
Cc1cccc(CCN=C(N)NS(=O)(=O)c2ccccc2)c1	-1	-1	-3	-0.5	98	3	-1.8	-0.1	-3	-5
COc1cccc(-c2nc(CS(=O)CC(=O)NC3CCCCC3)c(C)o2)c1 (stereo not drawn)	4	0	-7	1.0	96	5	0.4	-0.1	3	3
Cc1cc(S(=O)(=O)NCc2cccnc2)ccc1-n1cnnn1	3	-4	2	0.3	90	-3	-0.7	-0.3	-2	2
COc1ccc(CCNCC(O)COc2ccc(Cl)cc2)cc1OC (stereo not drawn)	-2	1	3	-0.2	102	-1	-2.2	0.3	0	-7
Cc1cc(C)c2sc(N(CCCN(C)C)C(=O)CN3C(=O)c4ccccc4C3=O)nc2c1	2	8	-16	-0.1	102	24*	0.4	1.4	-1	-3
